Bioassay records as filed in PubChem BioAssay.
B2AR arrestin = recruits beta-arrestin to the human beta2-adrenergic receptor; 330,000 tested, 0.02% active; Potency, µM (highest dose often 46.1 µM), for the others: top-dose activation, hits mostly activators; beta-arrestin recruitment to beta2AR, cell-based reporter;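 further: potency means the concentration at half of the fitted maximal effect; 0% = DMSO controls and full agonism = EC100 isoproterenol or metaproterenol; nearly all actives have a fitted effect of over 65% in size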
CXXC DNA block = blocks binding of human MLL CXXC domain to DNA; Q03164; MLL-CXXC / FITC-HOXA9 DNA fluorescence polarization; Potency, µM (highest dose often 115 µM), without a hit: at the highest dose activity change, negative = inhibition, actives largely listed as inhibitors; 290,000 tested, 0.037% active; AID 2662; active means well fitted inhibition curve with a large enough effect in the polarisation, with a control signal flat, not every such curve was filed as active; inconclusive means small, poorly fitted or top-dose-only effect, or effect the other way, or a change in a side signal; inactive means no such curve, though single readings can be large or run the other way; the % refers to the polarisation; further: potency means the concentration at half of the fitted maximal effect
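Purified MLL-CXXC (added from a 7 uM solution) was preincubated 5 min at ambient with pinned compounds in 50 mM Tris-HCl pH 7.5, 50 mM NaCl, 1 mM DTT, 0.05% BSA. Fluorescein-labeled HOX-A9 DNA (50 nM solution) followed, 30 min, then polarization read.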
TSG101-PTAP inh = blocks PTAP/TSG101 interaction to inhibit HIV-1 budding. Potency, µM (titrated, usually from 115 µM), for the others: top-dose activity change, negative = inhibition, actives largely listed as inhibitors. 340,000 tested, under 10 active. Q99816. Fluorescence polarization, FITC-PTAP peptide / Tsg101 binding; active means well fitted inhibition curve with a large enough effect in the main read-out, with a control signal flat, not every such curve was filed as active; inconclusive means small, poorly fitted or top-dose-only effect, or effect the other way, or a change in a side signal; inactive means no such curve, though single readings can be large or run the other way; further: potency means the concentration at half of the fitted maximal effect; % of control where 0% means no effect
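FP read-out: FITC-PTAP peptide, 50 nM final, binding Tsg101 binding domain, 10 uM final; 20 min, r.t.; 10 mM HEPES pH 7.5, 0.15 M NaCl, 0.01% Tween 20, 3 mM EDTA, 0.1 mM TCEP.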
BRCA1 expr up = activators of BRCA1 expression. MCF7-BRCA1-FFLuc reporter, luminescence, 48 h; response scale: scaled: vehicle 0%, 10 µM genistein 100%. Potency, µM (top dose mostly 46.1 µM), inactives show at the highest dose activation, actives largely listed as activators. 380,000 tested, 1.1% active. AID 624202; further: potency means the concentration at half of the fitted maximal effect; nearly all actives have a fitted effect of over 80% in size; some results filed as inactive show a strong effect at the top dose
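Luminescence from a BRCA1-driven firefly luciferase in MCF7 cells was the read-out, taken 15 min after substrate addition following 48 h compound exposure at 37 °C. Data were normalized to a 10 microM genistein control and DMSO vehicle.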
TRPV1 ag = agonists of human vanilloid receptor 1 (TRPV1); TRPV1-expressing cells, Fluo-8 calcium influx, agonist mode; activation, % at 8.33 µM; 320,000 tested, 0.19% active; AID 540275; in the data active means activation above about 80%; inconclusive means between about 30% and that limit; further: 0% is about no effect
Target sequence (Q8NER1 whole entry, looked up): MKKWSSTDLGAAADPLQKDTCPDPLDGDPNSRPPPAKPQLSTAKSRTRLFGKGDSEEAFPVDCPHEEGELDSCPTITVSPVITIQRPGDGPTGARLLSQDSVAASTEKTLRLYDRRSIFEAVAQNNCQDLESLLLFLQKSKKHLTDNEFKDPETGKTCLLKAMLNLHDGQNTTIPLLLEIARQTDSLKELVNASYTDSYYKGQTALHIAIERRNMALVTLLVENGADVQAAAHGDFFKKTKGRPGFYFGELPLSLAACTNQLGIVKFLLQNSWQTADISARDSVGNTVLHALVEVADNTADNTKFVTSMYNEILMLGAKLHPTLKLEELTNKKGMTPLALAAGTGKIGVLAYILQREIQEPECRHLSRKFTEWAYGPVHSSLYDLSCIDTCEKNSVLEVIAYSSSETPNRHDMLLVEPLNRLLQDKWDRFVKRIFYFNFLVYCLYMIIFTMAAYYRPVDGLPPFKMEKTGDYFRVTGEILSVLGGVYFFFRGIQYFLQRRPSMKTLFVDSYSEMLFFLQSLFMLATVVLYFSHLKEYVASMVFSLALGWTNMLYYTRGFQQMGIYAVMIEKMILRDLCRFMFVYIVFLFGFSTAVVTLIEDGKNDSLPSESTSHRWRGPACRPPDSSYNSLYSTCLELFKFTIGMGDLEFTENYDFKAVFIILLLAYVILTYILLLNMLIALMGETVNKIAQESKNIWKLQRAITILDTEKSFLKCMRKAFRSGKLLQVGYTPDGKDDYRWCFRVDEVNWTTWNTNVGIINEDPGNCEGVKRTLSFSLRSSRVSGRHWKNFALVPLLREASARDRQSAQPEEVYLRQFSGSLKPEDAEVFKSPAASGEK
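TRPV1-expressing cells were cultured overnight at 35.5C and loaded with Fluo-8 calcium dye for 40 to 90 min at room temperature. After a 10 s baseline, compound was added and calcium influx was read kinetically for 3 min (ex 480/em 520 nm).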
A-T KAP1 phos = potential ataxia-telangiectasia treatment; […] A-T fibroblasts, KAP-1 phosphorylation AlphaLISA; neocarzinostatin DNA damage 30 min before lysis; Potency, µM (top dose mostly 57.5 µM), for inactives: at the highest dose activation, hits mostly activators; 320,000 tested, 0.19% active; AID 485349; further: potency means the concentration at half of the fitted maximal effect; % of control where 0% means no effect; nearly all actives have a fitted effect of over 45% in size
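ATM-like activity read as KAP-1 phosphorylation via AlphaLISA donor/acceptor antibody pairs after lysis and 6 hr at 25C. Cells were ATM-null patient fibroblasts ([…], hTERT), dosed 60 min, then exposed to the DSB inducer NCS for 30 min.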
TCR act = T cell receptor activation. primary human leukocytes, anti-CD3, IL-2 HTRF, 48 h. Potency, µM (titrated, usually from 9.22 µM), inactives show at the top dose activation of IL-2 secretion, hits mostly activators. 330,000 tested, under 10 active; further: % of control where 0% means no effect
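Compounds are tested in HTS on primary human leukocytes co-incubated with a-CD3 beads for 48 hr. IL-2 output is measured by time-resolved FRET.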
a7 integrin act = activators of alpha7 integrin expression for muscular dystrophy. alpha7betagal myoblasts, beta-gal FDG fluorescence, 48 h. Potency, µM (top dose mostly 38.3 µM), without a hit: top-dose activation, actives largely listed as activators. 350,000 tested, 0.064% active;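 further: potency means the concentration at half of the fitted maximal effect; 100% = response of the positive control SU9516; nearly all actives have a fitted effect of over 60% in size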
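alpha7betagal+/- myoblasts (passage 13, 250/well) treated 48 h at 37C with compounds at 1:260 dilution of DMSO stock. Lysed, then beta-galactosidase activity read as FDG fluorescence (ex 480/em 540) after 30 min, with pre-read for autofluorescence.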
p53 reactivator = restores transcriptional activity of mutant p53. H1299 p53-A138V BP100-luciferase reporter, luminescence, 24 h. Potency, µM (titrated, usually from 92.2 µM), for the others: at the top dose activity change, positive = activation, usual class: activators. 320,000 tested, 0.063% active. AID 504706; further: potency means the concentration at half of the fitted maximal effect; % of control where 0% means no effect; nearly all actives have a fitted effect of over 45% in size
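p53-null H1299 cells stably carrying temperature-sensitive p53-A138V and a BP100-luciferase reporter were pinned with compounds (4-point, 1:5 series) and held 24 hrs at 37 deg C. Luminescence was read 10 min after detection reagent.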
ELG1 DNA repair = blocks ELG1-dependent DNA repair in HEK293T cells. HEK293T ELG1-luciferase reporter, luminescence, 16 h; DNA damage induced by 5-fluorouridine. Potency, µM (doses to about 46.1 µM), inactives show top-dose activity change, negative = inhibition, usual class: inhibitors. 330,000 tested, 2.3% active; further: potency means the concentration at half of the fitted maximal effect; on the % scale 0 is the no-effect control and ±100 the full control effect; nearly all actives have a fitted effect of over 55% in size
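Reporter activity after DNA damage by 5-fluorouridine is monitored. Compound-treated cells incubate 16 hr at 37 °C, then ONE-Glo is added for 30 min before luminescence reading.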
* marks the source's active call; other numbers are inactive results; ? = inconclusive; . = not tested or not shown; [ ] = another dose, or the depositor's remark. Unless noted, the call rests on the fitted dose curve; in most records, active means well fitted curve in the direction sought with a large enough effect; inconclusive means small, poorly fitted or top-dose-only effect, or another doubt; inactive means no such curve, though single readings can be large; an effect the other way counts as inactive or inconclusive.

SMILES | B2AR arrestin | CXXC DNA block | TSG101-PTAP inh | BRCA1 expr up | TRPV1 ag | A-T KAP1 phos | TCR act | a7 integrin act | p53 reactivator | ELG1 DNA repair
CC(C)N(CCO)C(=O)CCc1nnc(CCCc2ccccc2)o1 | 0.0% | 6% | 1% | 41% | -1 | -2% | -1% | 13µM* | 8% | ?
COc1cc(NS(=O)(=O)c2ccc(NC(=S)NC(=O)c3ccco3)cc2)ncn1 | 0.0% | 0% | -5% | -8% | 1 | 1% | 9% | -10% | -1% | 3%
COc1ccc(/C=C(\C)c2nc(C)c(-c3ccccc3)c(=O)[nH]2)cc1 | 0.0% | 0% | -2% | 12% | -1 | 11% | 3% | 29% | 3% | -12%
COc1ccc(/C=N/NC(=O)c2ccc3c(c2)OCO3)c(C(=O)O)c1OC | 0.3% | -21% | 1% | 25% | 80* | 1% | -1% | 19% | -5% | 7%
COC(=O)c1nn(-c2ccccc2)c(=O)cc1O | 0.1% | 8% | -2% | 6% | 1 | 0% | -1% | -6% | 0% | 0%
CC(C(=O)Nc1ccc(C(=O)O)cc1)N1C(=O)c2ccccc2C1=O (stereo not given) | -0.3% | 7% | -4% | 2% | 2 | 7% | -1% | 10% | -8% | 1%
N#Cc1cccc(NC(=O)CN2CCN(Cc3ccccc3)CC2)c1 | 0.4% | 16% | -1% | 2% | 3 | 8% | -3% | -15% | 2% | 4%
Cc1ccc(N/C(CSC(N)=O)=N/S(=O)(=O)c2ccccc2)cc1 | 0.0% | 0% | -6% | -3% | 1 | -3% | 2% | -7% | 0% | 10%
CC(=O)NC(CCS(C)(=O)=O)C(=O)Nc1nccs1 (stereo not given) | 0.4% | -3% | -7% | 7% | 0 | -2% | 1% | 11% | 8% | 5%
C[C@@H]1O[C@@H](O[C@H]2[C@H](Oc3cc(O)c4c(c3)OC(c3ccc(O)cc3)CC4=O)O[C@H](CO)[C@@H](O)[C@@H]2O)[C@H](O)[C@H](O)[C@H]1O (stereo not given in full) | -0.1% | . | -2% | 0% | -2 | 1% | 6% | . | 4% | 6%
O=C(NCc1ccccc1)NC1CCS(=O)(=O)C1 (stereo not given) | 0.2% | -10% | -2% | -1% | 0 | 1% | 1% | -5% | 2% | -1%
COC(=O)[C@@]1(Cc2ccc(F)cc2)[C@H]2c3cc(C(=O)N(C)C)n(Cc4c(CO)[nH]cc(C)c4=O)c3C[C@H]2CN1C(=O)c1ccccc1 | 2.0% | -7% | 16% | -21% | 1 | -8% | -1% | 14% | -4% | -2%
COc1ccccc1NS(=O)(=O)c1cc(NC(=O)c2ccccc2F)ccc1N1CCOCC1 | 0.0% | 1% | 1% | -42% | 3 | -3% | 0% | -4% | 1% | ?
CCCCN=C(Nc1ccc(Cl)cc1)c1cccnc1 | -0.9% | -4% | -15% | -12%[1.84 µM] | 19 | -3% | 0% | -3% | 0% | 1%
CCCSc1nnc(-c2ccccc2NC(=O)CC)c(=O)[nH]1 | 0.2% | 6% | -3% | 0% | 1 | -1% | 13% | 21% | 13% | 7%
CNC(=S)Nc1cccc(C(=O)OC)c1 | -1.0% | -7% | -5% | 7.1µM* | -1 | 5% | -2% | 10% | 11% | ?
COc1ccc(/C=C/C(O)=C(\C#N)c2nnc(N3CCOCC3)n2-c2ccccc2)cc1OC | -0.9% | ? | 0% | -15% | 3 | 0% | 4% | -12% | 2% | 5%
Cc1nc(C)c(-c2ccccc2)c(=O)[nH]1 | -0.3% | 13% | -9% | -2% | -4 | -1% | -6% | -4% | -1% | 1%
COc1ccc(C)cc1NC(=O)C1CCCN(S(=O)(=O)c2cnc[nH]2)C1 (stereo not given) | 0.2% | -5% | 0% | -1% | -1 | 1% | -2% | 3% | -1% | 2%
O=C(COc1ccc(Cl)cc1)Nc1ccc2c(c1)nc1n2CCOC1 | -0.2% | 34%[activator] | -4% | 6% | -2 | -20% | 4% | 0% | -3% | -26%
COc1ccc(/C=C/C(=O)Nc2ccccc2C(F)(F)F)cc1 | -0.1% | 13% | -1% | 3.2µM* | 21 | -2% | -1%[46.1 µM] | 16% | 14% | ?
CC1CCCN(C(C(=O)Nc2ccc3c(c2)OCO3)c2ccccc2)C1 (stereo not given) | -1.5% | 5% | -4% | -39% | . | 18% | -4% | -14% | -3% | -8%
COC(=O)c1ccccc1NC(=O)COC(=O)c1cccnc1 | 0.5% | 11% | -3% | -1% | 7 | 1% | -5% | -7% | -5% | 12%
O=C(/C=C/c1ccccc1[N+](=O)[O-])N1CCc2ccccc2C1 | -0.9% | 25% | -2% | 13% | 17 | -1% | 8% | 0% | . | ?
Cc1cc2[nH]c(=O)c(=O)[nH]c2cc1S(=O)(=O)NCc1ccccc1 | 0.2% | 4% | -4% | 9% | -6 | -1% | 4% | -5% | -2% | 13%
C/C(=N\Nc1ccc(Cl)c(C(=O)O)c1)c1ccc(N2CCOCC2)cc1 | -0.4% | -2% | -2% | ? | 1 | -1% | -10% | -2% | ? | ?
COc1ccc(-c2nnc(SCC(=O)N3CCCC3=O)n2N)cc1OC | 3.3% | . | -2% | -6% | . | -10% | -1% | -9% | 4% | 1%
CCC(Sc1nc(=O)cc(N)n1CCc1ccccc1)C(=O)Nc1ccccc1C#N (stereo not given) | 0.0% | 3% | -2% | 5% | . | -1% | -6% | 5% | -1% | -1%
CCC(=O)N1CCc2cc(Br)cc(S(=O)(=O)NCCCN(C)Cc3ccccc3)c21 | -0.1% | -17% | -4% | -48% | -2 | 9% | -2% | -34% | -3% | -9%
Nc1cc(S(=O)(=O)O)cc([N+](=O)[O-])c1O | 0.0% | -1% | 1% | -7% | 0 | -2% | -5% | 7% | -2% | 13%
COc1ccc2c(c1OC)C(=O)N1c3ccccc3C(=O)N(c3ccccc3F)C21 (stereo not given) | -0.1% | 7% | -8% | -12% | 5 | 10% | 0% | 5% | -11% | ?
Cc1ccc(N2CC(C(=O)Nc3ccc(S(=O)(=O)N4CCCC4)cc3)CC2=O)cc1C (stereo not given) | -0.3% | 6% | -1% | -15% | 5 | -2% | -5% | 35% | -3% | -4%
Cc1ccccc1NC(=S)NN1CCN(C)CC1 | -0.1% | -1% | 0% | 11% | -2 | 5% | 0% | 10% | -5% | -2%
Cc1ccc(N2CCN(c3ccc(C)cc3)C(CC(=O)O)C2=O)cc1 (stereo not given) | 0.3% | 5% | -1% | 8% | -3 | 5% | 4% | 24% | 21% | ?
COc1cccc(OC)c1NC(=O)Cn1nc(C)c2ccccc2c1=O | 0.1% | -2% | 2% | 2% | -5 | -1% | -2% | 6% | 12% | 9%
Fc1ccc(CSc2nc3ccccc3[nH]2)c2ccccc12 | -0.6% | 17% | -1% | 0% | ? | . | 11% | 21% | 26% | 4%
COc1ccc(CCNC(=O)CN2CCCc3ccccc32)cc1OC | 0.1% | 2% | -6% | -3% | 4 | -5% | -1% | -23% | -6% | 0%
CNS(=O)(=O)/C=C/c1ccccc1 | -0.1% | -4% | 0% | 23% | -1 | 1% | -2% | ? | -1% | 1%
COc1cccc(-n2c(SCC(=O)OC(C)C)nnc2-c2cccnc2)c1 | -0.6% | 20% | -1% | 7% | -4 | 1% | . | -9% | 7% | -2%
COc1ccc2c(=O)c(-c3ccc(C)cc3)c(-c3ccccc3)oc2c1 | -0.2% | . | -2% | 10% | . | 3% | -5%[46.1 µM] | 7% | -1% | ?
O=C(Cc1ccc(Cl)cc1)NNC1CC(=O)N(c2ccc3ccccc3c2)C1=O (stereo not given) | -0.4% | 0% | -6% | -17% | 7 | 45% | 4% | ? | -1% | -1%
O=c1ncn(-c2cccc(Cl)c2)c2ccccc12 | . | . | -3% | -8% | . | . | -4% | -25% | . | .
CSc1ccccc1C(=O)C1CCCN(S(=O)(=O)c2c(C)noc2C)C1 (stereo not given) | 4.0% | -8% | 2% | -18% | 1 | -1% | 2% | 0% | 0% | -10%
CCOc1cc2c(C#N)c(N3CCCC3)nc(N)c2c(N)n1 | . | . | 0% | 0% | . | . | -2% | 3% | . | .
O=C(Nc1ccc(N2CCN(C(=O)c3ccco3)CC2)cc1)c1ccccc1F | -0.8% | -15% | -5% | 4% | 12 | . | -1% | -6% | 7% | ?
Cc1sc(NC(=O)C2=COCCO2)c(C(N)=O)c1C | -0.1% | . | -1% | 96% | 10 | -3% | -1% | -10% | 18% | ?

Two entries from above, set out differently:
Each structure is followed by: B2AR arrestin	CXXC DNA block	TSG101-PTAP inh	BRCA1 expr up	TRPV1 ag	A-T KAP1 phos	TCR act	a7 integrin act	p53 reactivator	ELG1 DNA repair
> O=C(Nc1ccc(N2CCN(C(=O)c3ccco3)CC2)cc1)c1ccccc1F
  -0.8%	-15%	-5%	4%	12	.	-1%	-6%	7%	?
> CSc1ccccc1C(=O)C1CCCN(S(=O)(=O)c2c(C)noc2C)C1 (stereo not given)
  4.0%	-8%	2%	-18%	1	-1%	2%	0%	0%	-10%
